GlmU inhibition – inhibition of mycobacterial GlmU enzyme – biochemical, glucosamine-1-phosphate acetyltransferase (AID 1376) | M. tuberculosis GlmU acetyltransferase enzyme assay; higher % means a stronger effect | one-dose inhibition, %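 (tested at 30 µM in the primary screen)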; IC50 in µM for titrated hits | 220,000 tested, 0.25% active; in the data active = inhibition above about 13%; inconclusive = no clear call, values can overlap the other calls;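 also: 0% = complete reaction with vehicle and 100% = reaction without substrate; strong numbers were not always called active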
RmlCD inh 1536 – M. tuberculosis RmlC/RmlD inhibition | inhibition, % at 3.6 µM | 160,000 tested, 0.03% active | AID 1533 | RmlC+RmlD coupled enzyme assay, percent inhibition; primary screen in compound mixtures; in the data active = inhibition mostly above about 34%, no sharp cut-off; inconclusive = no clear call, values can overlap the other calls; inactive = mostly below about 22%; also: some results filed as inactive read as strong as hits
Target sequence (P9WH09 whole entry, looked up): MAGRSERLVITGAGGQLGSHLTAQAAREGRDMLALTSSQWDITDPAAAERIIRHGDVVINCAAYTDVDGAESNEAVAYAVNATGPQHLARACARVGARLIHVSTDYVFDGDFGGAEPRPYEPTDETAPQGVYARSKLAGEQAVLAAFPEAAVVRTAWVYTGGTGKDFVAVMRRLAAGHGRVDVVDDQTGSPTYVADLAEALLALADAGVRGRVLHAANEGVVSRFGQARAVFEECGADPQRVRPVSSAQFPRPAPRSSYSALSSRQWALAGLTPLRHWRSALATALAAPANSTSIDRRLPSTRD
Target sequence (P9WH11 whole entry, looked up): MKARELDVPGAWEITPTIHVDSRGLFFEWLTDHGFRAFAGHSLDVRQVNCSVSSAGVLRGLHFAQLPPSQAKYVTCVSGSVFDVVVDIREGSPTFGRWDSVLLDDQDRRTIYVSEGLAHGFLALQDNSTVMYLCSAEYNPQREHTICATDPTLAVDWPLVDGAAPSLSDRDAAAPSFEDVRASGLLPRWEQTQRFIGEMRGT
* hit, by the source's call; ? = inconclusive; / = not tested or not shown; & = joins results of further samples. This is a subset. The share of hits here may be higher or lower than overall.

SMILES | GlmU inhibition | RmlCD inh 1536
COc1ccc(-c2nc3ccccn3c2/N=C/c2ccc(OC)c(OC)c2)cc1O | 3.2% | 3.7
COc1ccc(CN2CCN(CCCc3ccccc3)CC2)c(OC)c1 | -6.4% | 0.6
Cc1cc(=O)oc2c(N)c(O)ccc12 | 2.2% | /
COC(=O)Cn1c(C)nc2ccccc21 | 2.8% | 7.4
CCCCC(C(=O)O)C(C)CC(=O)Nc1ccn(-c2ccccc2)n1 (configuration not stated) | -1.9% | /
O=c1c2c3c(sc2n(CCN2CCCCC2)c(=O)n1Cc1ccco1)CCCCC3 | -0.7% | -2.1
N#C/C(=C\Nc1ccc2c(c1)OCCO2)c1nc2ccccc2[nH]1 | 0.6% | 34.3
COc1cccc(C2C(C(=O)OC(C)C)=C(C)Nc3ncnn32)c1 (configuration not stated) | -4.5% | 9.9
COC(=O)/C(C#N)=C/c1ccc(-c2ccc(S(N)(=O)=O)cc2)o1 | -2.6% | /
Cc1nn(CCCC(=O)N2CCN(c3ccc(F)cc3)CC2)c(C)c1[N+](=O)[O-] | 1.5% | -7.3
CCCc1cc(C(=O)N/N=C/c2ccc(CC)s2)c2ccccc2n1 | 1.8% | 6.6
N#Cc1nc(-c2ccc(F)cc2)oc1NCc1ccco1 | -1.5% | -8.6
CCN(CC)S(=O)(=O)c1ccc(NC(=O)Cn2c(=O)oc3ccccc32)cc1 | 3.2% | 11.9
NC(=O)CC(NC(=O)Cc1cccc2ccccc12)c1ccc(NC2CCCCCCC2)c([N+](=O)[O-])c1 (configuration not stated) | 1.3% | -3.5
NC(=O)C1CCN(C(=O)CN2CCc3ccccc32)CC1 | -3.2% | -3.7
C=CCOc1ccc2c(c1)c(S(=O)(=O)c1ccc(C)cc1)cn2COC | 5.0% | 17.5
CCN(C(=O)COC(=O)c1cccnc1Nc1ccccc1F)C1CCS(=O)(=O)C1 (configuration not stated) | 10.3% | -7.6
CC1C=CCC2C(=O)N(c3cccc(C(=O)N4CCN(c5ccc(F)cc5)CC4)c3)C(=O)C12 (configuration not stated) | / | ?
O=C1CC(N2CCOCC2)C(=O)N1c1cccc(Cl)c1 (configuration not stated) | 0.3% | /
CN1CCc2ccccc2C1C1CCNCC1 (configuration not stated) | 2.0% | /
C(=N\n1cnnc1)/c1cccnc1 | -3.3% | 10.1
CCN(CC)C(=O)C(=O)c1cccn1-c1ccc(C#N)cc1 | 1.5% | /
CCc1cc(-c2n[nH]c(C)c2-c2nc(C)cs2)c(O)cc1OC | -3.4% | -1.6
Cc1ccc(C(=O)CN2C(=O)C(C)Oc3ccccc32)cc1 (configuration not stated) | 2.0% | 3.1
CCOC(=O)C1=C(C)NC2=C(C(=O)c3ccccc32)C1c1ccc(O)cc1 (configuration not stated) | -2.9% | -10.9
Cc1sc(N)nc1C12CC3CC(CC(C3)C1)C2 | -3.2% | -1.7
Cc1nn(C)cc1CNC(=O)c1cccc(Cl)c1 | -1.4% | -5.1
CCOc1ccccc1N1CCN(C(=O)c2cc(C)oc2C)CC1 | 0.1% | -0.7
O=S(=O)(c1ccccc1)N1CCC2(CC1)OCCO2 | 4.2% | /
CSCC[C@H](NC(=O)Nc1ccc(OC(F)(F)F)cc1)C(=O)O | 0.1% | 3.3

As entered above.
For RmlCD inh 1536, C=CCOc1ccc2c(c1)c(S(=O)(=O)c1ccc(C)cc1)cn2COC has the entry 17.5
For GlmU inhibition, Cc1nn(C)cc1CNC(=O)c1cccc(Cl)c1 has the entry -1.4%
For RmlCD inh 1536, NC(=O)CC(NC(=O)Cc1cccc2ccccc12)c1ccc(NC2CCCCCCC2)c([N+](=O)[O-])c1 (configuration not stated) has the entry -3.5

Exported comma-delimited: entries from further up.
smiles,GlmU inhibition,RmlCD inh 1536
Cc1sc(N)nc1C12CC3CC(CC(C3)C1)C2,-3.2%,-1.7
Cc1nn(C)cc1CNC(=O)c1cccc(Cl)c1,-1.4%,-5.1
CCOc1ccccc1N1CCN(C(=O)c2cc(C)oc2C)CC1,0.1%,-0.7
C(=N\n1cnnc1)/c1cccnc1,-3.3%,10.1

Following part:
SMILES | GlmU inhibition | RmlCD inh 1536
CC(Sc1nncs1)C(=O)NCc1ccc2c(c1)OCO2 (configuration not stated) | 5.8% | /
Cc1ccccc1Nc1ncc(C#N)c(N)n1 | 3.4% | 7.2
CN(CC(=O)Nc1ccccc1N1CCOCC1)S(=O)(=O)c1ccc(Cl)cc1 | -8.0% | 10.8
O=C(CSc1nnc(-c2ccccc2Cl)o1)N1CCCCC1 | 2.9% | 2.9
Nc1ccc(C(=O)N/N=C\c2cc(N=Nc3cccc4ccccc34)ccc2O)cc1 | -1.6% | 17.5
Cc1nc(N)sc1C(=O)N/N=C/c1cccnc1 | 4.6% | 5.9
COC(=O)C1=C(C)N(c2ccc(Cl)cc2)/C(=C/c2ccc(O)cc2)C1=O | 1.9% | /
CCOP(=O)(OCC)C(Nc1cccc([N+](=O)[O-])c1)c1ccc(N(C)C)cc1 (configuration not stated) | 1.7% | 3.7
O=C(O)c1ccc(-n2nnnc2Oc2cccc3cccnc23)cc1 | -4.3% | 6.7
Cc1cc(C)c(C#N)c(SCc2[nH]nc3c2C(c2ccccc2)C(C#N)=C(N)O3)n1 (configuration not stated) | -1.8% | 0.7
Cc1cccc(OCCCC(=O)Nc2ccccc2C(F)(F)F)c1 | 0.5% | /
CC1CCCCN1Cc1ccc(N(C)C)cc1 (configuration not stated) | -2.5% | 3.1
CSc1ccc(C(c2c(O)c3ccccc3oc2=O)c2c(C)n(C)n(-c3ccccc3)c2=O)cc1 (configuration not stated) | 0.2% | 5.2
Cc1cc(C(=O)NCc2cc(C(=O)O)oc2C)c(C)o1 | 1.2% | -5.9
Cc1ccc(NC(=O)CNCc2ccccc2)c(Br)c1 | -4.0% | -12.8
COC(=O)C1=C(C)N(c2ccc(F)cc2)C(=O)C1 | -4.8% | /
CC(C)NC(=O)COc1ccccc1C#N | 4.3% | -7.3
CCC(C)Nc1nc(-c2ccc3c(c2)NC(=O)CO3)cs1 (configuration not stated) | 0.6% | /
CC(=O)c1ccc(Nc2c3c(c(C#N)c4nc5ccccc5n24)CCC3)cc1 | 1.0% | -9.4
COc1ccc(CNC(=O)Cc2csc(Nc3nc(=S)[nH]c4ccccc34)n2)cc1 | / | 1.6
COc1ccc(CCn2c(N3CCN(C)CC3)nc3c2c(=O)[nH]c(=O)n3C)cc1 | 2.7% | /
O=C(NC1CCCc2ccccc21)c1cccc(Br)c1 (configuration not stated) | -3.9% | 8.4
CN(C)c1oc(-c2ccco2)nc1C#N | 1.1% | 5.5
C#CCSc1nnc(-c2ccccc2)c(=O)[nH]1 | -0.4% | /
O=Cc1ccc(-c2ccc(Cl)cc2Cl)[nH]1 | -3.5% | /
COc1cc(C(=O)Oc2ccc3c(c2)OCC3=O)cc(OC)c1OC | 1.2% | 57.0
Cc1cc(C(=O)Nc2ccc(S(=O)(=O)Nc3onc(C)c3C)cc2)c(C)o1 | 3.5% | /
CC(C)NC(=O)CSc1nc2[nH]ncc2c(=O)[nH]1 | 5.8% | -12.0
O=C(CSCCO)Nc1ccccc1 | 6.6% | -11.2
CCCCCNC(=O)c1ccc2c(=O)n(CC3CCCO3)c(=S)[nH]c2c1 (configuration not stated) | 0.3% | 0.9

Record cards (already shown).
`O=C(NC1CCCc2ccccc21)c1cccc(Br)c1` (configuration not stated) across the screens: GlmU inhibition = -3.9%; RmlCD inh 1536 = 8.4
`O=C(CSCCO)Nc1ccccc1` across the screens: GlmU inhibition = 6.6%; RmlCD inh 1536 = -11.2

(continued)
SMILES | GlmU inhibition | RmlCD inh 1536
O=C(COc1ccc(Cl)cc1)NCc1nnc(SCC(=O)NC2CCCC2)o1 | / | 5.6
Cc1cccc(C2NC(c3cccc(C)c3)C([N+](=O)[O-])C(C)(C)C2[N+](=O)[O-])c1 (configuration not stated) | -0.9% | 6.2
CN(C)CCn1c(=S)[nH]c2ccccc2c1=O | 6.6% | -11.0
CC(C)CCNC(=O)CCS(=O)(=O)c1cccc2nonc12 | -4.0% | 0.6
O=S(=O)(NCCSc1ccccc1)c1ccc(F)cc1 | 7.0% | /
O=S(=O)(CC(CN1CCOCC1)N1CCOCC1)c1ccccc1 (configuration not stated) | 1.1% | -11.4
COCCNC(=O)C(c1ccco1)N(C(=O)Cn1nnc2ccccc21)c1ccccc1C (configuration not stated) | -1.4% | 6.6
Cc1cc(C)[n+]2n1C(=O)C(c1ccccc1)=C2[O-] | 5.8%&1.7% | 0.5
C=CCn1c(O)c(C(C)=NCc2ccc3c(c2)OCO3)c(=O)[nH]c1=O | 2.2% | 5.2
COc1cc(C(=O)Nc2ccc(C)cn2)c([N+](=O)[O-])cc1OC | 2.2% | -12.9
CN(Cc1cccnc1)C(=O)CNC(=O)c1ccc(Cl)cc1Cl | -8.5% | 4.8
CC(C)(CO)CNC(=O)CC1C(=O)NCCN1CC(c1ccccc1)c1ccccc1 (configuration not stated) | -1.9% | /
O=c1c(Cc2ccc(F)cc2)c(O)ccn1Cc1ccc(F)cc1 | -5.6% | -4.8
COc1ccc(-c2csc(NC(=O)CSc3ncn[nH]3)n2)cc1OC | -2.2% | 9.6
O=S(=O)(Nc1ccc2ccccc2n1)c1ccc2c(c1)CCO2 | 2.8% | 15.6
CN(C)c1ccc(N=Nc2ccccc2C(=O)OCC(=O)Nc2ccccc2C(F)(F)F)cc1 | -4.2% | 1.5
COc1ccccc1CN1C[C@@H]2C[C@@H](c3ccc(C)cc3)N3CCC[C@@]23C1=O | 3.2% | -7.5
Cc1ccc(S(=O)(=O)NCCSc2nnc(N)s2)cc1 | -3.6% | 2.9
COC(=O)[C@H](CC(C)C)NC(=O)Nc1ccc(F)cc1 | 1.5% | 3.1
COC(CN(C(=O)CCl)C(C(=O)NC1CCCCC1)c1ccccc1C)OC (configuration not stated) | 1.7% | -14.0
Cc1cccc(NC(=O)c2cccc(C(F)(F)F)c2)c1 | -1.8% | 0.8
N/N=C1\CCCc2nonc21 | 0.8% | /
COc1ccc(CCN(Cc2cc3cc(C)ccc3[nH]c2=O)C(=O)N2CCCC2)cc1OC | -1.4% | /
NC(=O)/C(=C\c1ccccc1)NC(=O)c1ccc(NC(=O)c2ccccc2)cc1 | -4.1% | /
CCOc1ccc(C(CCc2ccccc2)NC(=O)c2ccc(OC)c(OC)c2)cc1OCC (configuration not stated) | 0.7% | 22.4
CS/C(N)=N/N=C/c1cc(Br)cc(Br)c1O | -6.6% | 8.1
O=C(NC1(C(F)(F)F)NC(=O)N(Cc2ccco2)C1=O)c1cccnc1 (configuration not stated) | -0.7% | 5.3
O=C(CN1CCCCC1)Nc1cccc([N+](=O)[O-])c1 | 0.8% | 1.5
COc1ccc(/C=N/NC(=O)CCc2c(C)n[nH]c2C)cc1OC | -2.9% | /
CCN(CC)Cc1cc2ccccc2c2c1COC2 | -4.0% | /
O=C(c1ccco1)N1CCN(C(=O)N2CCCC2)CC1 | 1.1% | 38.0
O=C(C1CCCN(S(=O)(=O)c2ccccc2)C1)N1CCCCCC1 (configuration not stated) | 0.5% | /
C/C(Cc1ccccc1)=N\NC(=O)CNC(=O)c1ccccc1 | 1.7% | 8.0
O=C(O)c1nnn(-c2cc(C(F)(F)F)cc(C(F)(F)F)c2)c1-c1ccccc1 | -3.8% | -5.6
CC(C)=C1C2CCC1C1C(=O)N(NC(=O)COc3ccc(Cl)c(C)c3)C(=O)C21 (configuration not stated) | 0.6% | -8.1
O=c1/c(=C/c2ccccc2)sc2nnc(-c3cccs3)n12 | 0.7% | 1.5
CCOc1ccc(C(=O)/C=C/Nc2ccc(S(=O)(=O)N=C(N)N)cc2)cc1 | 6.1% | -2.9
Cc1cccc(N(CC(=O)Nc2ccc(-c3nc4ccc(C)cc4s3)cc2)S(C)(=O)=O)c1 | 2.5% | 9.0
Cc1ccc(C)c(C(=O)Cn2ncc(Cl)c(Cl)c2=O)c1 | 4.7% | 1.6
CN(C)c1ccc(C=NCCC2(c3ccccc3)CCOC(C)(C)C2)cc1 (configuration not stated) | 1.9% | 6.8
COc1ccc(C(=NNc2ccccc2C(=O)O)c2ccc(OC)cc2)cc1 | 4.7% | /
O=C(Nc1ccc(Nc2ccncc2)cc1)c1ccc(Nc2ccnc3ccc([N+](=O)[O-])cc23)cc1 | 6.2% | /
O=C(CCN1C(=O)C2C3CCC(C3)C2C1=O)Nc1ccc(Br)cc1 (configuration not stated) | 1.6% | -9.5
CCN(CC)S(=O)(=O)c1ccc(N2CCCCC2)c(NC(=O)c2ccncc2)c1 | 1.3% | -12.1
Cc1ccc(N2C(=O)/C(=C/N3CCN(C(=O)c4ccco4)CC3)C(=O)NC2=S)cc1C | 5.5% | /
COc1ccccc1N(CC(O)COc1ccccc1)S(=O)(=O)c1ccccc1 (configuration not stated) | -2.3% | 3.2
CCOC(=O)C1(Cc2cccc(F)c2)CCN(Cc2cn(CC)nc2C)CC1 | -1.2% | -6.3
CC(C)(C)c1ccccc1OCCN1CCCC1 | -2.3% | -2.4
COC(=O)CC1=C(C(=O)OC)[C@@H](c2ccccc2[N+](=O)[O-])C(C#N)=C(N)O1 | 3.1% | 4.6
CC(C)CSc1nc2c(c(=O)[nH]c(=O)n2C)n1CC(O)COc1cccc2ccccc12 (configuration not stated) | 1.4% | 12.4
CC(=O)Nc1cccc(S(C)(=O)=O)c1 | 0.4% | 4.5
Cc1cccc(NC(=O)Cn2c(=O)n(CCC(=O)NC3CCCC3)c(=O)c3ccccc32)c1 | 2.0% | /
NC(=O)c1cc(Br)cc(C2CCCCC2)c1O | / | 10.0
CC(=O)NS(=O)(=O)c1ccc(NC(=O)c2cc(-c3cccs3)nc3ccccc23)cc1 | 0.1% | -7.1
COc1ccc(/C(O)=C2/C(=O)C(=O)N(CCN(C)C)C2c2ccccn2)cc1OC (configuration not stated) | -2.3% | -7.3

Assay outcomes: PubChem, several laboratories
